# High-throughput results deposited in PubChem by National Center for Advancing Translational Sciences (NCATS).
# PLK1 PBD block = qHTS for Inhibitors of PLK1-PDB (polo-like kinase 1 - polo-box domain): Primary Screen | Serine/threonine-protein kinase PLK1 (Homo sapiens), P53350 | Plk1 PBD binding of FITC phosphopeptide, fluorescence polarization | Potency, µM, without a hit: max response, negative = inhibition, usual class: inhibitors | 2.8% of 360,000 active; further: potency means the concentration at half of the fitted maximal effect; series mostly up to about 57 µM; on the % scale 0 is the no-effect control and ±100 the full control effect; nearly all actives have a fitted effect of over 65% in size
# PI5P4K alpha inh = qHTS for Inhibitors of phosphatidylinositol 5-phosphate 4-kinase (PI5P4K); Phosphatidylinositol 5-phosphate 4-kinase type-2 alpha (Homo sapiens), P48426; PI5P4Kalpha enzyme, ADP-Glo luminescence, 60 min; active compounds read low; max response, %; 1.2% of 330,000 active; active means max response of -50% or lower; inconclusive means between -30% and -50%; inactive means -30% or higher; further: value at the top dose of about 77 µM; on the % scale 0 is the no-effect control and ±100 the full control effect
# Target sequence (P48426 whole entry, looked up): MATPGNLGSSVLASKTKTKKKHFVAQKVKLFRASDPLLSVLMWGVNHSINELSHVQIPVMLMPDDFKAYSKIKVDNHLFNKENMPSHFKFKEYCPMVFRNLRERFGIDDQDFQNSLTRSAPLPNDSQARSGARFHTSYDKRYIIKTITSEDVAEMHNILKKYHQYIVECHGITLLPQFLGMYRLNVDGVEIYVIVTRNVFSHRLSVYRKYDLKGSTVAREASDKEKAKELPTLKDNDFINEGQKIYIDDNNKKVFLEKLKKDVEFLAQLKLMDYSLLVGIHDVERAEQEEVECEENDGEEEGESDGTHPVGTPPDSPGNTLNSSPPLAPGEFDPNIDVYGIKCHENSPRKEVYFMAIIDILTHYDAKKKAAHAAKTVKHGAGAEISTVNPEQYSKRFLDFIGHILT
#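 Enzyme plus substrate dispensed, test compounds pinned in, then ATP (5 microM final) added. After 60 min at RT, ADP-Glo reagent 1 for 45 min and reagent 2 for 30 min preceded luminescence imaging.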
# GLP1R cytotox = qHTS of GLP-1 Receptor Inverse Agonists: Cytotox Screen; HEK293 cAMP-luciferase reporter cells, luminescence, 24 h; Potency, µM (doses to about 38.3 µM), for the others: at the top dose activity change, negative = inhibition, hits mostly inhibitors; 0.13% of 410,000 active;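 further: loss of luciferase light is scored as toxicity; potency means the concentration at half of the fitted maximal effect; on the % scale 0 is the no-effect control and ±100 the full control effect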
#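 Here, cytotoxicity is scored as loss of luminescence. The MLSMR collection was tested on cells seeded in medium containing 10% Nu serum, with a 24 hr compound exposure preceded by 12 hours of culture.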
# D3 ag = qHTS of D3 Dopamine Receptor Agonist: qHTS; AID 652048, 2013; max activation, %; 0.58% of 410,000 active; D3R DiscoveRx beta-arrestin cells, luminescence, 90 min; in the data active means max activation above about 30%; further: 0% is about no effect; mostly tested at two doses, the higher about 12 µM
# Target sequence (P35462 whole entry, looked up): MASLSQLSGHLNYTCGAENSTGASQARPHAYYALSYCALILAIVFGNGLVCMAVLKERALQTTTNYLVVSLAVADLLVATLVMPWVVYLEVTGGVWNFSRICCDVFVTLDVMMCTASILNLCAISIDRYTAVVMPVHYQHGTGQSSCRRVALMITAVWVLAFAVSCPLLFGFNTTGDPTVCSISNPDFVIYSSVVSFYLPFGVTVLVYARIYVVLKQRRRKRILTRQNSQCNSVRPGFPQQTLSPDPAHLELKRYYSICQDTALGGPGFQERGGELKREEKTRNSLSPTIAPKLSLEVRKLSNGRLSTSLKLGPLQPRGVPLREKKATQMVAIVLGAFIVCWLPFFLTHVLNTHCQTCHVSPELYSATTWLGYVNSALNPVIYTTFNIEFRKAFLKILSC
#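 Cells at 1500/well, incubated overnight, then treated with pinned compounds (dopamine as control) for 90 min at 37 degrees C. DiscoveRx reagent added for 30 - 60 minutes at room temperature; luminescence read.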
# GLP-1R inv ag = qHTS of GLP-1 Receptor Inverse Agonists (Inhibition Mode); Glucagon-like peptide 1 receptor (Homo sapiens), P43220; HEK293 GLP-1R CRE-luciferase, luminescence, 24 h; GLP-1R form is constitutively active; Potency, µM (highest dose often 38.3 µM), for the others: at the highest dose activity change, negative = inhibition, most hits filed as inhibitors; 1.6% of 410,000 active; AID 624417, 2012; further: potency means the concentration at half of the fitted maximal effect; on the % scale 0 is the no-effect control and ±100 the full control effect; nearly all actives have a fitted effect of over 55% in size
#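 Cells are plated, allowed 12 hours at 37 deg C, then treated with compounds for 24 hr before luciferase detection reagent is added and luminescence is read after 12 min at room temperature. The HEK293 line carries constitutively active GLP-1R with a cAMP-responsive reporter.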
# IL2 activator = qHTS of IL-2 Activators | IL-2 activation reporter assay, cell-based qHTS; stimulated with anti-CD3/CD4/CD28 beads; in transgenic mouse T cells | activation, % (series mostly up to about 46 µM) | 0.065% of 360,000 active | AID 652025, 2013; in the data active means activation above about 50%; inconclusive means mostly about 30% to 49%; further: 0% is about no effect
#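 Unstimulated transgenic mouse T cells preincubated 60 min with compound, then stimulated with anti-CD3/anti-CD4-coated beads plus anti-CD28 for 18 h at 37 degrees C. IL-2 response read as EGFP and DsRed fluorescence by plate cytometry.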
# WRN inhibitor = qHTS for Inhibitors of WRN Helicase; WRN helicase unwinding, fluorescent forked duplex, kinetic; Potency, µM (titrated, usually from 114 µM), without a hit: at the top dose activity change, negative = inhibition, hits mostly inhibitors; 0.46% of 360,000 active; AID 651768, 2012; further: potency means the concentration at half of the fitted maximal effect; on the % scale 0 is the no-effect control and ±100 the full control effect; nearly all actives have a fitted effect of over 55% in size
#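 Kinetic fluorescence helicase assay: unwinding of a quenched forked DNA duplex (100 nM final) with 2 mM ATP final raises red fluorescence (525/598 nm). Compounds sat 15 min at room temperature with 20 nM WRN beforehand.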
# DRD3 antagonist = qHTS of D3 Dopamine Receptor Antagonist: qHTS; D(3) dopamine receptor (Homo sapiens), P35462; D3R cells, DiscoveRx beta-arrestin luminescence, antagonist mode; active compounds read low; max response, negative = inhibition, %; 2.5% of 360,000 active; in the data active means max response below about -50%; inconclusive means no clear call, values can overlap the other calls; further: on the % scale 0 is the no-effect control and ±100 the full control effect; mostly tested at two doses, the higher about 12 µM
#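 Cells expressing the human receptor were seeded at 1500 cells/well, incubated overnight at 37 degrees C in 5% CO2, then exposed to library compounds with dopamine controls for 90 minutes at 37 degrees C before luminescent detection.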
# GLP1R ag = qHTS of GLP-1 Receptor Agonists; HEK293 GLP-1R CRE-luciferase, luminescence, 4-6 h; cells express a hypersensitive GLP-1R form; Potency, µM (series often up to 45.6 µM), for inactives: at the top dose activation, hits mostly activators; 0.007% of 380,000 active; further: potency means the concentration at half of the fitted maximal effect; % of control where 0% means no effect
# An asterisk follows results filed as active; ? = inconclusive; · = not tested or not shown; & = joins results of further samples; [ ] = another dose, or the depositor's remark. Unless noted, the call rests on the fitted dose curve; in most records, active means well fitted curve in the direction sought with a large enough effect; inconclusive means small, poorly fitted or top-dose-only effect, or another doubt; inactive means no such curve, though single readings can be large; an effect the other way counts as inactive or inconclusive.
# The line under a structure holds: PI5P4K alpha inh	GLP1R ag	WRN inhibitor	GLP-1R inv ag	GLP1R cytotox	IL2 activator	D3 ag	DRD3 antagonist	PLK1 PBD block
CCN1C(=NCC(C)C)N[C@@H](c2cccc(F)c2)C(C(=O)OC)=C1C
  2	-2%	1%	-6%	-19%	-0.5	0	-7	-3%
O=C(Nc1nc2ccc(S(=O)(=O)N3CCCCC3)cc2s1)c1ccncc1
  -9	1%	-6%	-1%	-16%	0.6	-6	8	-20%
COc1cc(C(F)(F)F)c(C(=O)N(C)Cc2cccc(Cl)c2)cn1
  3	8%	3%	?	0%	-1.4	6	3	1%
COc1ccc(C(=O)c2sc3nc(C)cc(-c4cccs4)c3c2N)cc1
  3	21%	-7%	?	·	-0.2	2	9	?
O=C(Nc1ccc(F)cc1F)c1sccc1SCc1cccc(C(F)(F)F)c1
  31	-5%	-7%	10µM*	-3%	0.0	-3	14	0%
CCOC(=O)c1c(NC(=O)COc2ncnc3sccc23)sc2c1CCC2
  ·	0%	-12%	4%	1%	-0.8	35*	20	-4%
COc1cc(OC)cc(C(=O)NNC(=O)c2cc(S(=O)(=O)N3CCOCC3)ccc2F)c1
  0	-1%	4%	-10%	7%	0.3	1	?	-16%
O=C(Nc1ccc(/C=C/c2nc3ccccc3o2)cc1)c1cccc(C(F)(F)F)c1
  9	-1%	-9%	3.2µM*	8%	0.2	23	6	-1%
OC(c1cccc(Cl)c1)c1ncc(-c2ccc(C(F)(F)F)cc2)[nH]1 (stereo not given)
  1	-4%	-5%	?	-12%	-0.3	-2	-18	3%
CC(=O)Nc1ccc(NC(=O)C/C(C)=N/NC(=O)C(=O)Nc2ccc(C)c(Cl)c2)cc1
  1	16%	5%	3%	-5%	-0.5	-2	1	-10%
O=C(NCc1ccc(F)cc1)c1ccc(NC(=O)C2CCCO2)cc1 (stereo not given)
  0	11%	3%	16%	6%	-0.5	1	6	-5%
COc1ccc2[nH]c3c(=O)n(Cc4ccc(C(=O)N5CCCCCC5)cc4)c(=S)[nH]c3c2c1
  2	-2%	-7%	-2%	-1%	0.6	-2	-1	-3%
CCCCCCN1C=CC=C/C1=C\C=C(C#N)C#N
  1	14%	-3%	19%	-9%	-3.4	9	-10	?
Cc1nn(-c2ccc(Cl)cc2)c(N)c1C(O)(CSc1nccn1C)C(F)(F)F (stereo not given)
  4	1%	-14%	-21%	20%	-3.4	3	15	-4%
COc1cccc(CN(C)C(=O)c2cc(S(=O)(=O)NC3CCCCC3)ccc2C)c1
  1	2%	-1%	?	-23%	-0.5	0	6	3%

# Entries of single compounds as entered above. Order of values: PI5P4K alpha inh, GLP1R ag, WRN inhibitor, GLP-1R inv ag, GLP1R cytotox, IL2 activator, D3 ag, DRD3 antagonist, PLK1 PBD block
# `COc1cc(OC)cc(C(=O)NNC(=O)c2cc(S(=O)(=O)N3CCOCC3)ccc2F)c1` across the screens: 0, -1%, 4%, -10%, 7%, 0.3, 1, ?, -16%
# `CC(=O)Nc1ccc(NC(=O)C/C(C)=N/NC(=O)C(=O)Nc2ccc(C)c(Cl)c2)cc1` across the screens: 1, 16%, 5%, 3%, -5%, -0.5, -2, 1, -10%

# (more compounds)
# The line under a structure holds: PI5P4K alpha inh	GLP1R ag	WRN inhibitor	GLP-1R inv ag	GLP1R cytotox	IL2 activator	D3 ag	DRD3 antagonist	PLK1 PBD block
COc1ccnc(N=CNOCc2ccc(Cl)cc2)c1C#N
  -3	14%	-3%	61%[activator]	-1%	2.5	3	-12	-5%
CCc1nnc(NC(=O)CSc2nc3c([nH]c4ccccc43)c(=O)n2-c2ccc(Cl)cc2)s1
  ·	6%	·	19%	-3%	·	2	·	·
COc1cc(/C=C/C(=O)OCC(=O)NC(=O)NC2CCCCC2)ccc1OC(F)F
  -2	7%	-6%	-12%	?	-3.0	-7	-18	-13%
Cc1ccccc1CC(=O)N1CCCC(CCC(=O)N2CCN(c3ccccn3)CC2)C1 (stereo not given)
  -2	3%	3%	?	-15%	-0.6	1	4	7%
COc1ccccc1NS(=O)(=O)c1c(C)[nH]c(C)c1C(=O)N1CCCC1
  3	10%	14%	8%	1%	0.5	-6	4	-11%
Oc1ccc(N=Nc2n[nH]c(-c3ccccc3)n2)cc1
  -5	-12%	-11%	321%[activator]	?	-2.0	-5	13	6%
CCOc1ccc(NC(=S)N=Nc2c(O)[nH]c3ccccc23)cc1
  -21	10%	-3%	?	?	8.8	10	-12	-8%
Nn1c(SCC(=O)Nc2ccc3c(c2)OCCO3)nncc1=O
  -13	-1%	5%	22%	-1%	-3.0	-2	-7	-8%
Cc1cccc(NC(=O)NCc2ccc3[nH]c(C)cc3c2)c1
  1	14%	-6%	-4%	7%	0.0	-5	-11	-4%
Cc1nonc1OCC(C)(COc1nonc1C)NC(=O)c1ccc(Cl)cc1
  ·	3%	-3%	?	-5%	-2.0	-37	-8	-11%
Cc1ccc(NC(=O)COc2coc(CN3c4ccccc4CC3C)cc2=O)c(C)c1 (stereo not given)
  -7	0%	2%	-42%	6%	-1.9	-4	?	-1%
Cc1ccc(S(=O)(=O)N2CCN(C(=O)c3ccc(-n4cncn4)c([N+](=O)[O-])c3)CC2)cc1
  -7	-4%	3%	3%	8%	0.9	-11	-8	-6%
Cc1ccnn1-c1ccc(C(=O)N2CCCN(S(=O)(=O)c3ccc(F)cc3)CC2)cc1
  4	1%	3%	-14%	4%	0.6	-1	-16	-10%
CC1CCN(C(=O)COC(=O)CCCN2C(=O)c3cccc4cccc(c34)C2=O)CC1
  9	27%	-20%	13%	10%	-4.0	4	3	-1%
O=C(Cn1nc(Cc2ccncc2)c2ccccc2c1=O)N1CCN(C(=O)c2ccco2)CC1
  -3	-6%	2%	8%	-11%	1.5	-8	-12	-11%
O=C(N/N=C/c1ccc2c(c1)OCO2)c1ccc2c(c1)OCCO2
  0	11%	-22%[57.1 µM]	-26%	?	-2.9	-2	10	1%
Cc1cc2oc(C(=O)Nc3nonc3C)c(C)c2cc1C
  15	5%	2%	27%	5%	0.9	-5	16	6%
COc1cccc(NC(=O)CN2C(=O)NC(CCc3ccccc3)C2=O)c1 (stereo not given)
  2	-1%	2%	-20%	-3%	2.7	-7	-9	0%
O=C(NC1CCCC1)C(c1ccncc1)N(CCCN1CCOCC1)C(=O)c1ccc(-c2ccccc2)[nH]1 (stereo not given)
  0	-10%	4%	1%	-5%	3.5	-2	-5	-7%
CC(C)Nc1ccccc1
  5	0%	0%	12%	0%	0.8	-97	-23	-1%
CC1CCN(c2ccc(C(=O)OCC(=O)NCCN3C(=O)CSC3=O)cc2[N+](=O)[O-])CC1
  -11	19%	6%	2%[0.307 µM]	-1%[0.307 µM]	0.1	-10	-2	-3%
COc1ccc(NS(=O)(=O)c2ccc(Cl)c(C(=O)O)c2)cc1S(=O)(=O)N1CCCCC1
  4	-3%	1%	-2%	2%	0.7	0	-10	?
CC1(C)NC(=O)N(CC(=O)OCC(=O)Nc2cccc(S(N)(=O)=O)c2)C1=O
  -3	-5%	12%	2%	-20%	-0.4	2	5	-8%
COc1ccc([C@H]2[C@H](C(=O)OC(C)(C)C)N3N=Cc4ccccc4C3C23C(=O)c2ccccc2C3=O)c(OC)c1 (stereo not given in full)
  2	0%	-11%[57.1 µM]	?	-17%[1.53 µM]	-0.8	-6	2	-25%
NC1=NC(=O)/C(=C/c2cc(Br)c(O)c(Br)c2)S1
  -89*	-2%	-16%[11.6 µM]	-16%	-1%	7.1	0	-5	-1%
Cc1nc(C(=O)NNC(=O)Nc2ccccc2)cs1
  3	0%	-21%	7%	5%	0.2	4	8	0%
Cc1cc(C)n(-c2ccc(C(=O)N3CCN(S(=O)(=O)c4ccc(Br)cc4Cl)CC3)cc2)n1
  4	-5%	1%	?	1%	-2.6	14	0	-15%
CCn1c(C)[n+](CCOCC[n+]2c(C)n(CC)c3cc(Cl)c(Cl)cc32)c2cc(Cl)c(Cl)cc21
  ·	-3%	-13%	-1%	1%	0.1	-14	-6	-3%
COc1ccc(-c2[nH]c(-c3cccc(OC)c3)nc2SCC(=O)NCc2ccco2)cc1
  4	-5%	-10%	?	-1%	-1.7	-7	-9	-5%
Cc1cc(C)c(NC(=O)CCS(=O)(=O)c2cc3c(cc2Cl)NC(=O)CO3)c(C)c1
  ·	-4%	·	3%	-1%	·	-12	·	·
Cc1ccc(C)c(C2NC(=O)c3ccccc3N2)c1 (stereo not given)
  10	-7%	1%	?	-29%	-0.7	-1	-8	0%
CN(C)c1ccc(NC(=O)CSc2nc3ccccc3c(=O)n2C2CCCCC2)cc1
  ·	-2%	1%	?	-21%	-1.2	2	9	4%
O=C(Cc1ccccc1)Nn1cnc2ccccc21
  ·	-7%	-9%	-1%	9%	-2.6	-2	6	-5%
Cc1ccc(S(=O)(=O)NCCC(=O)NCC(=O)Nc2c(C)cccc2C)cc1C
  -3	9%	-10%	?	-4%	-0.5	5	0	-8%
COc1ccc(OC)c(NC(=O)C(CCSC)NS(=O)(=O)c2cccs2)c1 (stereo not given)
  -1	12%	-5%[57.1 µM]	-16%&0%	0%&-1%	0.1	5&1	-6	-2%
Cc1cc2cccc(C)c2nc1SCC(=O)NNC(=O)c1ccco1
  -8	0%	6%	64%[activator]	20%	-4.3	-2	0	?
Cc1ccc(S(=O)(=O)Nc2ccc3c(c2)C(=O)N([C@@H](C)CO)C[C@@H](C)[C@@H](CN(C)CC2CC2)OCCCC[C@@H](C)O3)cc1
  6	1%	0%	?	-45%	-2.1	4	43	-6%
CCOc1ccc(C(=O)NCC(=O)N2CCN(c3ccc(C(F)(F)F)cn3)CC2)cc1
  3	11%	7%	0%	-19%	2.5	1	9	-6%
CCCNC(=O)CCc1c(C)nc2c(c(C)nn2-c2ccc(C)cc2)c1C
  -5	-6%	2%	17%	18%	-0.6	2	15	-5%
